XIAP displacement: small molecules displacing peptide from XIAP – biochemical, IAP family, fluorescence polarization (AID 1018); 200,000 compounds, 0.007% hits; displacement, % at 20 µM, or IC50 in µM where a hit was titrated; XIAP BIR domain, fluorescence polarization peptide displacement; higher % means a stronger effect; in the data active means displacement above about 50%; further: a part of the inactive calls stands beside numbers as strong as those of hits
LYP inhibition: inhibitors of LYP phosphatase, biochemical, fluorescence intensity, uHTS (AID 1779). 290,000 compounds, 0.054% hits. inhibition, % at 11.5 µM, or IC50 in µM where a hit was titrated. recombinant LYP phosphatase, fluorescence intensity; higher % means a stronger effect;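 further: plate controls were vehicle with enzyme for no effect and no enzyme for full effect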
NS5 inhibitors: Dengue-2 NS5 methyltransferase inhibitors, primary screen, biochemical, confirmation dose response (AID 588689); Dengue-2 NS5 methyltransferase capping enzyme assay, biochemical; higher % means a stronger effect; 340,000 compounds, 0.3% hits; one-dose inhibition, % at 25 µM; IC50 in µM for titrated hits; in the data active means a potency from the dose series; inconclusive means inhibition above about 29% without an active follow-up result
SIAH1 antagonists: Siah-1 peptide-binding antagonists, primary screen, biochemical, fluorescence polarization, rhodamine-plectin, uHTS (AID 1817). Siah-1 / rhodamine-plectin peptide fluorescence polarization; higher % means a stronger effect. displacement, % at 20 µM; hits with a dose series show IC50 in µM. 290,000 compounds, 0.02% hits;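 active means displacement of at least 50% at 20 µM, with a fluorescence ratio check between 0.3 and a set limit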;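 further: plate controls were Siah plus tracer with DMSO for no effect and tracer alone without Siah for full effect; strong numbers were not always called active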
Myeloid diff 2: promotes myeloid progenitor differentiation; ER-HoxA9 myeloid progenitors, lysozyme-GFP differentiation, flow cytometry; calls only at 10 µM; 360,000 compounds, 1% hits; AID 624256;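 active means normalized GFP-positive differentiation at or above the plate's own cutoff, the solvent-only control mean plus 3 SD; inconclusive means no clear call, values can overlap the other calls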;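 further: cells exposed to compound for four days before flow analysis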
HEK293 NOD2/NF-kB: inhibition of NOD2-driven NF-kB reporter – cell-based, luminescence, uHTS, HEK293 (AID 1566); inhibition, % at 4 µM, or EC50 in µM where a hit was titrated; 290,000 compounds, 0.63% hits; HEK293 NOD2/NF-kB luciferase reporter, luminescence; higher % means a stronger effect; further: many of its hits are not listed in these tables
Lipid droplet: modulators of hepatic lipid droplet formation; AML12 mouse hepatocytes, oleate lipid droplets, BODIPY imaging; inhibition, % at 6.5 µM; 240,000 compounds, 0.4% hits;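 active means lipid droplet intensity inhibited by at least 50%, with more than 500 cells counted; inconclusive means wells with under 300 cells, treated as cytotoxic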
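System: AML12 hepatocytes (mouse). Probe or stimulus: oleic acid at 100 µM to induce lipid droplet formation. Times: overnight treatment with compound plus oleate. Detection: Image-based BODIPY and DAPI two-channel analysis. Evaluation: percent inhibition of filter-corrected integrated lipid droplet intensity per well.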
HIV peptide binding: inhibitors of HIV fusion peptide binding, primary screen, biochemical, uHTS, fluorescence dequenching (AID 1986); cell-free peptide binding, fluorescence dequenching, 30 min; higher % means a stronger effect; one-dose inhibition, % at 20 µM; IC50 in µM for titrated hits; 290,000 compounds, 0.3% hits; in the data active means inhibition mostly above about 52%, no sharp cut-off; inactive means mostly below about 76%; further: some results filed as inactive read as strong as hits
AID2073: inhibitors of Mint1-CaV2.2 protein interaction, biochemical, HTRF (AID 2073). HTRF protein-protein interaction, Mint1-CaV2.2; higher % means a stronger effect. inhibition, % at 20 µM, or IC50 in µM where a hit was titrated. 290,000 compounds, 0.19% hits; in the data active means inhibition mostly above about 51%, no sharp cut-off; inconclusive means no clear call, values can overlap the other calls; inactive means mostly below about 53%; further: some results filed as inactive read as strong as hits
Lipid droplet cells 6.5 µM: second read-out of Lipid droplet, no call of its own (marks repeat the call); cell count; measured here: cell count, cytotoxicity flag;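 cells counted across two imaged fields per well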
NS5 inhibitors pilot replicate: further read-out of NS5 inhibitors, marked with its call; inhibition, %; measured here: pilot screen replicate inhibition
Myeloid diff 2 GFP+ MAC1+ %: recorded beside Myeloid diff 2, whose call it bears; GFP+ MAC1+ double positive, %; measured here: differentiation confirmed by MAC1 staining
Active calls of the source: *; i = inactive; ? = inconclusive; . = not tested or not shown; + = active, no number. Unless noted, no stated cut-off is given here; in the data, active means inhibition above about 50%; inactive means the rest. Some of the compounds tested (hit frequency here may not be typical).

SMILES | XIAP displacement | LYP inhibition | NS5 inhibitors | SIAH1 antagonists | Myeloid diff 2 | Myeloid diff 2 GFP+ MAC1+ % | HEK293 NOD2/NF-kB | Lipid droplet | Lipid droplet cells 6.5 µM | HIV peptide binding | AID2073 | others
O=C(NCC1CCCO1)C(c1ccccn1)N(Cc1ccccc1Cl)C(=O)CN1C(=O)c2ccccc2S1(=O)=O (configuration not stated) | -6.9% | -11% | -1% | 0% | i | 0.2 | 3% | 0 | 709 | -0.8% | -1%
CC(C)CC(=O)Nc1c2c(nn1-c1ccc([N+](=O)[O-])cc1)CS(=O)(=O)C2 | . | -10% | 4% | 2% | i | 0.9 | -3% | 4 | 772 | -0.8% | 0%
CCN1CCCC1CNC(=O)c1cc2c(-c3cccc(OC)c3)nn(C)c2s1 (configuration not stated) | 0.6% | -7% | -7% | 1% | i | 0.8 | -20% | -15 | 709 | 1.6% | 23%
O=C(Nc1ccnn1C1CCN(C(=O)c2ccc(C(F)(F)F)cc2)CC1)C1CC1 | . | -13% | 12% | -4% | ? | . | 14% | -1 | 749 | 0.8% | -6%
CC12c3ccccc3C(c3ccccc31)C1C(=O)N(c3cccnc3)C(=O)C12 (configuration not stated) | -2.0% | -4% | -5% | -9% | i | 0.2 | 3% | -7 | 666 | -2.9% | -3%
Cc1ccc(NS(=O)(=O)c2cccc(C(=O)n3ncc(C#N)c3N)c2)c(C)c1 | -7.3% | -7% | -4% | 5% | i | 1.1 | 12% | . | . | 1.4% | -8%
CCS(=O)(=O)N1Cc2ccccc2CC1C(=O)Nc1ccc(OC)cc1OC (configuration not stated) | . | -6% | -4% | 4% | i | 0.4 | 6% | -28 | 783 | 1.8% | 14%
O=C(CSc1nc2nccnc2c(=O)n1Cc1cccs1)Nc1ccccc1F | . | -2% | -9% | -5% | i | 0.0 | 7% | 3 | 782 | -2.2% | 13%
Cc1nn(C)cc1/C=N/NC(=O)c1sc2ccccc2c1Cl | -3.0% | -1% | 2% | -2% | i | 0.7 | 14% | 2 | 831 | -0.4% | -2%
CC1CCC(C(C)C)C(OC(=O)C[n+]2cc(-c3ccc(Cl)cc3)n3c2CCC3)C1 (configuration not stated) | . | -9% | 2% | 9% | i | 0.3 | 4% | 15 | 722 | -1.5% | -3%
O=C(O)/C=C/c1coc2ccccc2c1=O | -5.5% | -1% | -9% | -1% | i | 0.2 | -7% | 25 | 582 | 1.1% | 2%
COc1ccc(/C=N/N2CCN(c3ccccc3OC)CC2)cc1Br | . | -11% | -2% | 3% | i | 0.1 | 3% | -4 | 781 | -1.1% | 1%
CC(C)c1ccccc1NC(=S)NC(C)c1ccccc1 (configuration not stated) | -2.4% | -6% | -3% | 2% | i | 0.5 | -24% | -35 | 655 | 1.3% | -8%
CCOC(=O)CSC1=C(C#N)C(c2ccccc2C)C2=C(CCCC2=O)N1 (configuration not stated) | -3.6% | -6% | -10% | -1% | i | 0.6 | 16% | -1 | 772 | -1.2% | 30%
C=CCn1cc(C(=O)N2CCN(C)CC2)c(=O)c2cc(S(=O)(=O)N3CCCC3)ccc21 | -21% | -3% | -18% | 0% | i | 1.2 | 13% | . | . | -2.3% | -4%
Cc1ccc(S(=O)(=O)CCC(=O)Nc2ccccc2Cl)cc1 | . | -9% | -3% | 10% | i | 0.3 | 8% | 8 | 869 | 2.2% | 3%
O=C(CN1CCN(Cc2ccc(Cl)cc2)CC1)N/N=C/c1ccccc1F | . | -1% | -12% | 2% | i | 0.6 | -16% | 2 | 677 | -0.9% | 38%
Cn1ncc(Cl)c1C(=O)N/N=C/c1ccccn1 | -5.6% | 0% | 8% | -3% | i | 0.6 | -5% | -20 | 690 | 0.4% | -3%
Cc1ccccc1OCC(=O)NCC(=O)OCC(=O)c1ccc2ccccc2c1 | -3.8% | -6% | -1% | -3% | + | 3.6* | -10% | . | . | -2.0% | 24% | NS5 inhibitors pilot replicate=3.0
COc1ccccc1NC(=O)NC1(C(=O)N2CCN(C)CC2)CCCCC1 | . | -8% | -2% | 7% | i | 1.9 | 14% | 16 | 801 | -1.4% | -4%
Cc1ccc(Cl)cc1N1CCN(S(=O)(=O)c2c(C(=O)N3CCOCC3)c(C)n(C)c2C)CC1 | . | -10% | -3% | -2% | + | 18* | 9% | -13 | 664 | -1.1% | ?
COc1ccc(CCN(C(=O)c2cccc(F)c2)C2CC(=O)N(c3ccccc3)C2=O)cc1 (configuration not stated) | 1.2% | -6% | -9% | 4% | i | 0.3 | 16% | -2 | 661 | 0.0% | 0%
O=C(NC(N1CCCCCC1)C(Cl)(Cl)Cl)c1ccccc1Cl (configuration not stated) | -9.2% | -7% | -3% | -4% | i | 0.8 | 10% | -4 | 575 | 3.5% | -4%
CCOC(=O)/C=C1\SCC(=O)N1CC(=O)Nc1ccc(C(C)C)cc1 | -7.9% | -3% | 1% | 2% | i | 0.9 | -13% | . | . | -2.2% | 2%
Cc1cc(-c2nn(-c3ccccc3F)cc2CN2CCCC(C(N)=O)C2)c(C)s1 (configuration not stated) | -4.0% | -9% | 2% | 2% | i | 0.2 | 6% | 4 | 727 | 0.8% | -3%
CCCn1c(SCC(=O)NC2CC2)nnc1-c1ccccn1 | . | -2% | -5% | -2% | i | 1.1 | 12% | -3 | 826 | -0.5% | -4%
Cc1cc(C)cc(N(C(=O)c2sc(C)nc2C)C(C(=O)NC(C)(C)C)c2ccncc2)c1 (configuration not stated) | 13% | -5% | 5% | -1% | i | 0.7 | 5% | 3 | 708 | 1.0% | -6%
CCC(C)[C@H]1CNC(=S)N1CCc1cc(C(F)(F)F)cc(C(F)(F)F)c1 (some centres not stated) | -1.3% | 2% | -4% | 4% | i | 1.5 | 1% | -25 | 680 | 0.9% | 11%
O=C(Nc1nc(-c2ccc3c(c2)Cc2ccccc2-3)cs1)c1ccccc1 | -7.9% | 7% | -5% | -4% | i | 0.6 | 14% | 1 | 478 | 3.2% | 11%
OCCC1CN(Cc2cccc(F)c2F)CCN1CCc1ccccc1 (configuration not stated) | . | -8% | 7% | 4% | i | 0.2 | -14% | -3 | 790 | -1.0% | 4%
COC(=O)C1=NNC2(C)C(=O)N(c3ccc(C)cc3)C(=O)C12 (configuration not stated) | . | -6% | -4% | 1% | i | 0.7 | 18% | -5 | 588 | -0.8% | 10%
Cc1c(C(=O)O)nn(-c2ccccc2)c(=O)c1C#N | -1.1% | -9% | 4% | 5% | i | 1.7 | 16% | . | . | -1.6% | 6%
COC(=O)CC1Oc2ccccc2N(Cc2ccc(C)cc2)C1=O (configuration not stated) | 0.3% | -5% | -3% | 1% | i | 0.7 | 6% | -10 | 718 | -0.1% | -3%
O=C(NC1CCS(=O)(=O)C1)c1cn(-c2ccccc2)nc1-c1ccccc1 (configuration not stated) | -4.1% | -1% | -9% | -2% | i | 0.5 | 5% | . | . | 5.1% | -4%
COc1cccc(C(=O)NCCN2C(=O)S/C(=C/c3cccs3)C2=O)c1OC | -8.2% | -2% | -1% | 11% | . | . | 0% | 12 | 697 | -1.0% | -2%
CCCC(=O)N1CCN(c2ccc(NC(=O)c3cc4ccccc4o3)cc2)CC1 | -3.7% | -1% | -1% | 2% | i | 0.9 | -2% | -3 | 645 | -1.4% | 1%

The final four compounds of the part above lead into the next.
SMILES | XIAP displacement | LYP inhibition | NS5 inhibitors | SIAH1 antagonists | Myeloid diff 2 | Myeloid diff 2 GFP+ MAC1+ % | HEK293 NOD2/NF-kB | Lipid droplet | Lipid droplet cells 6.5 µM | HIV peptide binding | AID2073 | others
COC(=O)CC1Oc2ccccc2N(Cc2ccc(C)cc2)C1=O (configuration not stated) | 0.3% | -5% | -3% | 1% | i | 0.7 | 6% | -10 | 718 | -0.1% | -3%
O=C(NC1CCS(=O)(=O)C1)c1cn(-c2ccccc2)nc1-c1ccccc1 (configuration not stated) | -4.1% | -1% | -9% | -2% | i | 0.5 | 5% | . | . | 5.1% | -4%
COc1cccc(C(=O)NCCN2C(=O)S/C(=C/c3cccs3)C2=O)c1OC | -8.2% | -2% | -1% | 11% | . | . | 0% | 12 | 697 | -1.0% | -2%
CCCC(=O)N1CCN(c2ccc(NC(=O)c3cc4ccccc4o3)cc2)CC1 | -3.7% | -1% | -1% | 2% | i | 0.9 | -2% | -3 | 645 | -1.4% | 1%
O=C(Nc1ccccc1)N1CCC(c2ccccc2)C1 (configuration not stated) | -0.9% | -1% | -1% | 4% | . | . | -65% | . | . | -1.1% | 4%
Cc1ccc(-n2ncc(C(=O)NC3CC3)c2C2CCN(C(=O)OC(C)(C)C)CC2)cc1 | . | -2% | -4% | 1% | i | 4.6 | 3% | 4 | 732 | -0.3% | 7%
Cn1c(=O)c2c(=O)cc(NNC(=O)CC#N)[nH]c2n(C)c1=O | -1.1% | -2% | -5% | 17% | i | 0.4 | 8% | 4 | 617 | -0.8% | 16%
CCC(=O)N1CCc2cc(S(=O)(=O)N3CCCC3)ccc21 | . | -12% | -6% | 7% | i | 1.6 | 7% | -11 | 686 | 0.3% | -2%
CC(C)n1c2ccccc2c2nnc(SCC(=O)Nc3ccccc3C(=O)O)nc21 | -4.7% | 4% | 5% | -8% | i | 0.1 | -14% | 5 | 710 | 4.6% | 25%
N/C(=N\OC(=O)c1ccc(Cl)cc1)c1nonc1N | -0.3% | -4% | 2% | 2% | i | 5.8 | -8% | -12 | 670 | 3.3% | -4%
Cc1nc(N2CCN(Cc3ccccc3)CC2)nc2c1C(=O)CC(C)C2 (configuration not stated) | 2.3% | -2% | -4% | 1% | i | 1.4 | 4% | . | . | -3.7% | 0%
CCOC(=O)C(NC(=O)Nc1ccccc1)(OCC)C(F)(F)F (configuration not stated) | -3.9% | -2% | -7% | 0% | i | 0.7 | -10% | 0 | 686 | 2.2% | -3%
CSc1nnc(C)c(=O)n1COC(=O)COc1ccccc1 | -16% | -4% | -7% | 0% | i | 0.6 | 10% | 20 | 629 | 1.7% | -3%
CC1CCCC(NC(=S)Nc2cccc(S(=O)(=O)N(C)C)c2)C1C (configuration not stated) | -5.9% | 4% | -8% | 4% | ? | . | 15% | -21 | 737 | 2.1% | -7%
CCCc1nnc(NC(=O)CCC(=O)N2CCC(C)CC2)s1 | . | -4% | -7% | 9% | i | 0.0 | 6% | -2 | 688 | -1.1% | 2%
CCOC(=O)c1cccc(N2C(N)=NC(N)=NC2(C)C)c1 | -1.9% | -5% | -7% | -3% | i | 0.6 | 22% | . | . | 1.4% | 1%
